Gli-Sufu antag: blocks Gli-Sufu signaling in a luciferase reporter. Sufu-KO-LIGHT fibroblasts, Gli luciferase reporter luminescence. inhibition, % at 5 µM. 340,000 compounds, 0.74% hits;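 active = inhibition above about 55%, limit read from the data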;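 also: 0% = DMSO-treated cells and 100% = wells with medium but no cells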
XBP1 UPR activ: activators of adaptive arm of unfolded protein response (XBP1); activation, % at 20 µM; CHO-XBP1 luciferase reporter, IRE1-XBP1 UPR activation, luminescence; percent of tunicamycin response, DMSO as zero; 330,000 compounds, 0.33% hits;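 active = versus positive control, 20 µM dose yields 30% or more activation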;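 also: 100% = tunicamycin at 10 µg/mL and 0% = DMSO only wells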
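Material: CHO-XBP1 cells stably carrying IRE1-XBP1-driven luciferase reporter | Medium: F12 with 10% serum | Compound dosing: 20 µM single concentration, DMSO 1% | Incubation: Overnight seeding at 37 °C, 6 h compound treatment at 37 °C | Detection: Steady-Glo luminescence read | Read-out basis: % activation of reporter signal versus tunicamycin and DMSO controls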
697 NFkB inh: lowers PMA/ionomycin-induced NF-kB signal in 697 B cells | 330,000 compounds, 0.33% hits | 697 B-cell NF-kB luciferase reporter, 16 h | AID 435022 | inhibition, % at 4 µM; in the data active = inhibition above about 35%
Jurkat NFkB inh: lowers PMA/ionomycin-induced NF-kB signal in Jurkat cells; PMA/ionomycin-induced NF-kB luciferase reporter, luminescence; AID 435003; inhibition, % at 4 µM; 330,000 compounds, 0.53% hits; in the data active = inhibition above about 50%
UPR CHOP act: apoptotic UPR (CHOP) activation; activation, % at 10 µM; AID 449763; CHO-CHOP luciferase reporter, luminescence; percent of tunicamycin response over DMSO baseline; 330,000 compounds, 0.34% hits;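 active = at 10 µM dose, activation of 40% or more, normalized to positive control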;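 also: 100% = tunicamycin at 10 µg/mL and 0% = DMSO alone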
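Assay system: CHO-CHOP cells, stable luciferase reporter of PERK-eIF2a-CHOP signalling / Buffer or medium: F12 plus 10% serum / Compound dosing: one dose, 10 µM in 0.5% DMSO / Times: 6 h compound treatment, 37 °C / Technique: luciferase luminescence / Read-out: % reporter activation, DMSO baseline versus tunicamycin full activation / Benchmarks: tunicamycin and DMSO controls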
EBI2 antag: blocks human EBI2 receptor beta-arrestin signaling. P32249. EBI2 beta-arrestin recruitment, luminescence, 7a,25-OHC stimulated. inhibition, % at 5 µM. 360,000 compounds, 0.81% hits; in the data active = inhibition above about 38%;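 also: enzyme fragment complementation signal reports receptor beta-arrestin coupling in cells; 0% = agonist plus DMSO wells and 100% = wells without agonist; some results beyond the cut were filed as inactive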
CXCR6 block: CXCR6 (human) receptor inhibition. O00574. CHO-K1 PathHunter CXCR6 beta-arrestin, luminescence. inhibition, % at 20 µM. 360,000 compounds, 0.36% hits; in the data active = inhibition above about 34%, passing the limit was not always enough;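 also: antagonist mode with CXCL16 agonist at 10 nM final; 0% = 10 nM CXCL16 with DMSO and 100% = unstimulated wells without agonist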
Mdm2 MdmX PPI: inhibitors of human Mdm2/MdmX interaction. O15151+Q00987. inhibition, % at 8 µM. AID 485346. SaOS-2 split-luciferase Mdm2/MdmX complementation, luminescence. 330,000 compounds, 3% hits;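 active = inhibition of at least 50% at 8 µM in the primary screen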
Target sequence (O15151 whole entry, looked up): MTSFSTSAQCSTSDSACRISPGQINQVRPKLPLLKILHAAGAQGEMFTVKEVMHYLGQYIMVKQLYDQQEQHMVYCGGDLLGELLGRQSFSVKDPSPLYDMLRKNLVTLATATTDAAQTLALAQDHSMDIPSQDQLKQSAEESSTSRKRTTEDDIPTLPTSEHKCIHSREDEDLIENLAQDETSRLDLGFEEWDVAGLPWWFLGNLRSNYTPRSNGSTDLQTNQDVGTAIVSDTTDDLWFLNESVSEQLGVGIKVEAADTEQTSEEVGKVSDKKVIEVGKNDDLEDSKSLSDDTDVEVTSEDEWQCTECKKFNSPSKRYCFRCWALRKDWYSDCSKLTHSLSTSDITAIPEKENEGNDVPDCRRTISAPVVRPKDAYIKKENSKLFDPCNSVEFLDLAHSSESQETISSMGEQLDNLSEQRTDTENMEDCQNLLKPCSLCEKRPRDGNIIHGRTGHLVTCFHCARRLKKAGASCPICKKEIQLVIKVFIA
Target sequence (Q00987 whole entry, looked up): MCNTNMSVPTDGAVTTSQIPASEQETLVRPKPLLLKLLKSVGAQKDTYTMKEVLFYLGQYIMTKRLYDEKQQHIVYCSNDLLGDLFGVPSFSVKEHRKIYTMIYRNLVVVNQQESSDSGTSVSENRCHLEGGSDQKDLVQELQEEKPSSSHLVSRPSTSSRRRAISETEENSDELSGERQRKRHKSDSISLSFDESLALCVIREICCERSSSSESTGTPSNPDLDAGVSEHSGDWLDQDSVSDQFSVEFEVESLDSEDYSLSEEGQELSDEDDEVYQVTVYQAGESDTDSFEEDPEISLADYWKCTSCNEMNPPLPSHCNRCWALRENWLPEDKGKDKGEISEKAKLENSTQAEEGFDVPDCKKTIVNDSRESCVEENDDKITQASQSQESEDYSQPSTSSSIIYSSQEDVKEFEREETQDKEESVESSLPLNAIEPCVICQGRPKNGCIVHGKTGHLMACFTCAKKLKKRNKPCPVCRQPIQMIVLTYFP
CCR6 antagonist: CCR6 (human) receptor antagonism. P51684. CHO-K1 CCR6 PathHunter beta-arrestin, luminescence, CCL20-stimulated. inhibition, % at 20 µM. 340,000 compounds, 0.49% hits;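 active = compounds whose inhibition of the agonist-driven luminescence signal at 20 µM reaches about 50%, limit read from the data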;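 also: cells stimulated with CCL20 at 14 nM final; plate controls were DMSO with CCL20 for no effect and DMSO without agonist for full effect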
An asterisk follows results filed as active; x = no result given.

1) Cc1cc(C(=O)N2CCC(C(F)(F)F)n3nccc32)on1 (configuration not stated)
2) NS(=O)(=O)c1cccc(NC(=O)c2ccc(S(=O)(=O)N3CCCCCC3)cc2)c1
3) CC1(C)CC(=O)C(N=Nc2cccc(F)c2C#N)=C(O)C1
4) Brc1cccc(CNCCCN2CCOCC2)c1
5) Cc1ccc(S(=O)(=O)NC2=NCN(C)CN2)cc1[N+](=O)[O-]
6) Cc1c(NC(=O)c2ccc3nsnc3c2)cccc1[N+](=O)[O-]
7) CCOc1ccc(C=NNC(=O)c2cccc3ccccc23)cc1OCC
8) O=C(CSc1nc(-c2ccccc2)c(-c2ccccc2)o1)Nc1nnc(-c2ccccc2)s1
assay / compound	1	2	3	4	5	6	7	8
XBP1 UPR activ	-2	2	0	0	-1	1	x	0
EBI2 antag	2	6	-1	2	-3	-14	3	-7
Gli-Sufu antag	2	-5	5	5	-2	-11	9	6
697 NFkB inh	-6	3	14	2	1	-22	x	-1
Mdm2 MdmX PPI	15	11	19	15	12	7	x	11
Jurkat NFkB inh	-5	-2	12	0	10	-14	x	6
CXCR6 block	5	1	18	4	8	-3	3	-1
CCR6 antagonist	9	10	19	14	2	20	7	1
UPR CHOP act	-3.1	3.1	4.5	-0.3	-2.3	1.2	x	-0.1

Part of the list above in another layout.
Sequence of screens – XBP1 UPR activ | EBI2 antag | Gli-Sufu antag | 697 NFkB inh | Mdm2 MdmX PPI | Jurkat NFkB inh | CXCR6 block | CCR6 antagonist | UPR CHOP act
3	CC1(C)CC(=O)C(N=Nc2cccc(F)c2C#N)=C(O)C1
  0 | -1 | 5 | 14 | 19 | 12 | 18 | 19 | 4.5
4	Brc1cccc(CNCCCN2CCOCC2)c1
  0 | 2 | 5 | 2 | 15 | 0 | 4 | 14 | -0.3

(continued)
9) CC(=O)Nc1ccc2c(c1)nc(CCN1CCOCC1)n2C
10) CN(c1ccc(OCC(=O)N2CCN(c3ccc(F)cc3)CC2)cc1)S(=O)(=O)c1cccs1
11) Cc1cc(NS(=O)(=O)c2ccc(NC(=O)/C=C/c3c(F)cccc3Cl)cc2)nc(C)n1
12) O=C(CSc1ccc(-c2cccc([N+](=O)[O-])c2)nn1)NCc1ccccc1
13) COc1ccc(NC(=O)Nc2cccc3c2O[C@@H](CN(C)S(=O)(=O)c2cn(C)cn2)[C@@H](C)CN([C@H](C)CO)C3=O)cc1
14) CCOC(=O)Nc1ccc2c(CN3CCN(S(=O)(=O)c4ccc(C(C)C)cc4)CC3)cc(=O)oc2c1
15) CCC1Oc2ccc(C)cc2N(CC(=O)NCCCN2CCCCC2C)C1=O (configuration not stated)
16) COc1ccc(S(=O)(=O)N(C(=O)C(C)C)c2ccc3oc(=O)sc3c2)cc1
assay / compound	9	10	11	12	13	14	15	16
XBP1 UPR activ	0	-1	-2	-1	-1	-1	-5	-3
EBI2 antag	1	7	5	-5	-14	55*	4	8
Gli-Sufu antag	2	23	9	-1	-3	5	-2	-2
697 NFkB inh	3	-10	13	14	2	14	-4	-3
Mdm2 MdmX PPI	7	48	12	22	5	21	5	-10
Jurkat NFkB inh	-11	14	-7	-4	4	-12	-5	-4
CXCR6 block	4	9	3	10	0	3	6	1
CCR6 antagonist	-4	6	7	13	4	8	-8	4
UPR CHOP act	-0.2	1.0	-1.2	1.1	0.0	1.9	-2.0	0.9

17) Cc1ccc2nc(Cc3ccc(N)cc3)oc2c1
18) Cc1ccc(NC(=O)c2nc[nH]c2C(=O)N(C)Cc2ccccc2)cc1
19) CCOC(=O)CSc1nnc(Cc2cc(=O)[nH]c(=O)[nH]2)n1-c1cccc(OC)c1
20) CCOC(=O)Cn1nc(C)n(-c2ccccc2)c1=O
21) CC(=O)N1CCN(c2ccc(NCc3ccc(Br)o3)cc2)CC1
22) Cc1cc(OCC(=O)OCC(=O)N2c3ccccc3NC(=O)C2(C)C)ccc1Cl
23) COCCCNC(=O)c1cc2cc(Br)ccc2oc1=O
24) CC(C)(C)SCCNC(=O)CN1C(=O)c2cccc3cccc1c23
assay / compound	17	18	19	20	21	22	23	24
XBP1 UPR activ	2	2	0	1	0	2	-2	0
EBI2 antag	-4	3	-9	-1	-5	-2	10	-1
Gli-Sufu antag	-62	-16	-10	4	5	1	-6	0
697 NFkB inh	-45	-6	-15	19	-11	20	1	-13
Mdm2 MdmX PPI	-106	-5	13	-21	-2	4	13	-27
Jurkat NFkB inh	-56	0	-3	5	-4	15	7	7
CXCR6 block	2	5	-1	-7	-11	-4	5	-2
CCR6 antagonist	3	15	-27	5	-5	10	0	-4
UPR CHOP act	5.8	1.1	-2.4	0.1	2.4	-1.5	-0.7	-2.6

25) COc1ccc(CCN2CC(O)=C(c3nc4ccccc4c(=O)[nH]3)C2=N)cc1OC
26) CC(=O)c1ccc(NC2c3ncccc3C(=O)N2Cc2ccc(F)cc2)cc1 (configuration not stated)
27) Cc1ccc(C2=N/C(=C\N3CCCCC3)C(=O)O2)cc1
28) O=C(N=Nc1c(O)[nH]c2ccccc12)c1ccco1
29) COc1ccc(OC)c(NC(=O)c2cnc3n(c2=O)CCS3)c1
30) O=C1CC2(CCN(C(=O)c3cccc([N+](=O)[O-])c3)CC2)Oc2ccccc21
31) C/C(=C\c1ccccc1)C(=O)NCCN1CCOCC1
32) Cn1c(SCC(=O)N/N=C/c2ccncc2)nc2ccccc21
assay / compound	25	26	27	28	29	30	31	32
XBP1 UPR activ	3	-2	2	-2	0	0	8	-1
EBI2 antag	12	-1	-9	5	2	2	-6	4
Gli-Sufu antag	9	-2	-93	-55	4	8	-10	0
697 NFkB inh	14	4	-196	-94	-18	-5	-21	19
Mdm2 MdmX PPI	7	6	-100	-49	6	-7	3	3
Jurkat NFkB inh	-4	-6	-129	-63	-15	16	-7	6
CXCR6 block	-4	-5	2	-5	-7	2	4	-2
CCR6 antagonist	-11	-6	24	6	0	-7	-1	0
UPR CHOP act	-1.1	-1.2	4.3	3.0	2.6	-0.6	-2.7	0.6

33) O=C(O)CCC(=O)c1ccc2ccc3cccc4ccc1c2c34
34) Cn1c(=N)c(S(=O)(=O)c2ccc(F)cc2)cc2c(=O)n3ccccc3nc21
35) COC(=O)Cn1c(=NC(=O)c2cccc(OC)c2)sc2cc(OC)ccc21
36) Cc1ccc(NC(=O)C2=CC(c3ccc(C)cc3)=NS(=O)(=O)N2C)cc1
37) O=C(CN1CCCC1)N1CCN(c2ccccc2)CC1
38) NC(=O)c1ncc(C(F)(F)F)cc1Oc1ccc(C(F)(F)F)cc1
39) COc1cc2c(cc1NC(=O)/C=C/c1cc(OC)c(OC)c(OC)c1)oc1ccccc12
40) O=C1COCCOCCOCC(=O)NCCN1
assay / compound	33	34	35	36	37	38	39	40
XBP1 UPR activ	-6	3	2	-5	4	-2	-3	-1
EBI2 antag	x	-7	9	-7	3	-9	25	-3
Gli-Sufu antag	x	10	1	-4	2	0	12	0
697 NFkB inh	14	-19	-18	6	3	-18	-4	19
Mdm2 MdmX PPI	23	-2	15	25	9	20	42	-12
Jurkat NFkB inh	11	1	-12	5	2	9	-11	-6
CXCR6 block	x	4	2	0	7	-6	-7	-6
CCR6 antagonist	x	6	1	12	0	2	-5	0
UPR CHOP act	-0.2	-0.8	4.9	1.0	1.8	1.5	3.2	0.9

41) CC(=O)Nc1ccc(NC(=O)COC(=O)[C@@H](NC(=O)c2ccc(F)cc2)C(C)C)cc1
42) CC(=O)NC(C)c1ccc(Cl)c(Cl)c1 (configuration not stated)
43) COc1ccc(C(=O)CCN2CCc3cc(OC)c(OC)cc3C2)cc1
44) O=c1c2ccccc2n2c(-c3ccc(C(F)(F)F)cc3)nnc2n1Cc1ccccc1
45) CSc1cccc(NC(=O)c2nnn(CC(=O)Nc3cc(C)cc(C)c3)c2N)c1
46) C#CCOCCOCCOCCNc1nc(N2CCN(C(=O)[C@H](CO)n3cc([C@@H](N)C(C)C)nn3)CC2)nc(N2CCN(C(=O)[C@H](CO)n3cc([C@@H](N)C(C)C)nn3)CC2)n1
47) COc1ccc2c3c(c(=O)oc2c1OCC(=O)C(C)(C)C)CCCC3
48) CC(C)CCNC(=O)CCSCCC(=O)NCCC(C)C
assay / compound	41	42	43	44	45	46	47	48
XBP1 UPR activ	-3	1	0	-2	1	x	5	-2
EBI2 antag	-6	-3	-8	47*	0	-12	7	4
Gli-Sufu antag	3	-23	1	13	-5	-18	-2	-3
697 NFkB inh	6	3	20	2	10	x	4	8
Mdm2 MdmX PPI	-6	-11	26	33	27	x	22	-13
Jurkat NFkB inh	-9	1	-4	18	1	x	-9	9
CXCR6 block	-5	0	10	19	6	-4	5	-4
CCR6 antagonist	2	-3	-12	19	7	9	-8	7
UPR CHOP act	-1.3	-0.1	-0.6	1.0	1.7	x	0.9	2.4

Whole records, looked up by structure. Screens in order: XBP1 UPR activ | EBI2 antag | Gli-Sufu antag | 697 NFkB inh | Mdm2 MdmX PPI | Jurkat NFkB inh | CXCR6 block | CCR6 antagonist | UPR CHOP act
CC(=O)NC(C)c1ccc(Cl)c(Cl)c1 (configuration not stated) as listed: 1 | -3 | -23 | 3 | -11 | 1 | 0 | -3 | -0.1
COc1ccc(OC)c(NC(=O)c2cnc3n(c2=O)CCS3)c1 as listed: 0 | 2 | 4 | -18 | 6 | -15 | -7 | 0 | 2.6

(cont.)
49) COCCCNC(=O)COc1cc2c(c3oc(=O)c(C)c(C)c13)CCC(C)(C)O2
50) O=C(NCc1ccccc1)c1ccc(C(=O)N(C2CCCCC2)C2CCCCC2)cc1
51) COc1cccc(NC(=S)Nc2ccc(O)cc2)c1
52) CCN(CC)c1ccc2cc(C(C)=O)c(=O)oc2c1
53) CCCCCCCCNC(C)C(O)c1ccc(SC(C)C)cc1 (configuration not stated)
54) COc1ccc(C2SCCN2S(=O)(=O)c2ccc(F)cc2)cc1OC (configuration not stated)
assay / compound	49	50	51	52	53	54
XBP1 UPR activ	-4	7	0	1	-4	-2
EBI2 antag	18	37	6	-8	2	4
Gli-Sufu antag	-7	13	12	-1	22	7
697 NFkB inh	3	35*	-11	0	3	2
Mdm2 MdmX PPI	23	-16	-4	-36	95*	0
Jurkat NFkB inh	-9	25	-14	2	9	-9
CXCR6 block	-9	10	-6	9	-10	0
CCR6 antagonist	1	17	8	4	14	3
UPR CHOP act	0.9	5.4	2.4	3.2	4.9	1.5

Assay outcomes deposited in PubChem by Sanford-Burnham Center for Chemical Genomics.
